Growth percent in the NCI-60 one-dose screen (48 h, 10 µM unless noted): 100 = growth as untreated, 0 = no growth, -100 = all killed.
MCF7 = MCF7 breast cancer; 82,000 compounds, 6.3% hits
MDA-MB-468 = MDA-MB-468 breast cancer; 78,000 compounds, 8.5% hits; AID 2202374
K-562 = K-562 leukemia; AID 1794777; 78,000 compounds, 7.4% hits
MDA-MB-231 = MDA-MB-231 breast cancer; 81,000 compounds, 5% hits
MDA-MB-435 = MDA-MB-435 melanoma; 82,000 compounds, 7.8% hits
MOLT-4 = MOLT-4 leukemia cells. 80,000 compounds, 6.9% hits
RPMI-8226 = RPMI-8226 leukemia cells; AID 1794781; 77,000 compounds, 7.5% hits
SR = SR leukemia cells. 73,000 compounds, 8.7% hits
* marks the source's active call; other numbers are inactive results; / = no result given; & = joins results of further samples; [ ] = dose if it differs, or a comment. The calls were made as follows: active = growth percent below 10; inactive = the rest.

SMILES | MCF7 | MDA-MB-468 | K-562 | MDA-MB-231 | MDA-MB-435 | MOLT-4 | RPMI-8226 | SR
NC[C@H]1O[C@H](OC2[C@@H](N)C[C@@H](N)[C@H](O[C@H]3O[C@H](CO)[C@@H](O)[C@H](N)[C@H]3O)[C@H]2O)[C@H](O)[C@@H](O)[C@@H]1O (stereo not given in full) | 99 | 127 | 104 | 114 | 100 | 101 | 106 | /
CCCCCCCO | 89 | 96 | 106 | 104 | 114 | 96 | 102 | 91
Cc1ccc(C2CC3c4ccccc4C2C2CCCCN32)cc1 (stereo not given) | 96 | -0.1* | 72 | 109 | 98 | 95 | 60 | 106
O=C1c2ccccc2C(=O)N1C1C=CC=CC=C1 | 76 | 95 | 86 | 108 | 111 | 85 | 102 | 88
CCCCN(C)CC#N | 98 | 105 | 99 | 114 | 108 | 101 | 101 | 97
Oc1ccc(/C=N\N=C\c2ccco2)c(O)c1 | 76 | 71 | 75 | 99 | 105 | 68 | 112 | /
C1CNCCN1 | 98&103 | 98&108 | 113&102 | 97&107 | 104&105 | 113&99 | 103&102 | 99&107
Cc1ncc(/C=c2\sc3n(c2=O)NC2C(N=3)N(C)C(=O)N2C)n1C (stereo not given) | 97 | 101 | 102 | 102 | 101 | 106 | 99 | 112
C=C(C)[C@@H]1C[C@@H]2Cc3cc(Cl)ccc3N1O2 | 100 | 96 | 98 | 99 | 99 | / | 83 | 90
CSCCC(C(=O)O)N1C(=O)CSC1=S (stereo not given) | 98 | 95 | 113 | 106 | 104 | 98 | 106 | 101
COc1ccc2nc(-c3ccc(Cl)cc3)cc(C(=O)N3N=C(c4ccc(N)cc4)CC3c3ccc(OC)c(OC)c3)c2c1 (stereo not given) | 83 | 116 | 92 | 99 | 108 | 94 | 101 | 71
C=CC(=O)Nc1ccc(C(=O)/C=C/c2ccc(N(C)C)cc2)c(O)c1 | 11 | -20* | 12 | 27 | -3.7* | 7.1* | 6.0* | 2.8*
Cc1ccc(-c2ccc(SCC(=O)NCCc3ccc(S(N)(=O)=O)cc3)nn2)cc1 | / | 29 | 41 | 82 | 75 | 59 | 41 | 60
CCOC(=O)Cn1nc2oc(=O)c(CCN3CCN(c4ccccc4OC)CC3)c(C)c2c1C | 93 | 93 | 103 | 95 | 106 | 92 | 92 | 97
CCOC(=O)c1cc(Cl)ccc1NS(C)(=O)=O | 100 | 90 | 109 | 103 | 111 | 95 | 100 | 108
CC1(C)CC[C@]2(C(=O)O)CC[C@]3(C)[C@H](CC[C@@H]4[C@@]5(C)CCC(=O)C(C)(C)[C@@H]5CC[C@]43C)[C@H]2[C@H]1OC(=O)C(F)(F)F | -40*[100 µM] | -71*[100 µM] | 1.7*[100 µM] | -62*[100 µM] | -69*[100 µM] | -26*[100 µM] | -43*[100 µM] | 15[100 µM]
COc1cc(-c2nc3ccccc3[nH]2)ccc1OCC(=O)N=Nc1c(O)[nH]c2ccccc12 | 28 | -55* | 17 | 89 | 79 | 66 | 26 | -5.3*
COc1ccc(\C=N/N=C(N)/C(N)=N\N=C/c2ccc(OC)cc2)cc1 | 104 | 96 | 100 | 107 | 107 | 109 | 79 | 47
Nc1cc(Br)cc([N+](=O)[O-])c1O | 94 | 107 | 103 | 109 | 100 | 107 | 102 | 95
CCOC(=O)C1(CC(C)C)CCOC1=O (stereo not given) | 94 | 100 | 98 | 109 | 104 | 100 | 96 | 104
C=CC(C)(C)n1cc(C2=C(O)C(=O)C(c3cn(C(C)(C)C=C)c4ccccc34)=C(O)C2=O)c2ccccc21 | 96 | / | 79 | 93 | 103 | 89 | 104 | 72
CCOC(=O)c1c(/N=C2\SC(=O)/C(=C\C(=O)OC)N2c2ccccc2)sc2c1CCN(C(=O)OCC)C2 | 80 | 75 | 59 | 79 | 80 | 72 | 49 | 65
OCCNc1nc(Nc2ccc(Cl)c(Cl)c2)nc2ccccc12 | 30 | -11* | 2.6* | 5.6* | 50 | 6.9* | 31 | 3.5*
CN(C)c1cccc2c(S(=O)(=O)Nc3ccc4oc(N=C(N)N)nc4c3)cccc12 | 93 | / | 77 | 88 | 98 | 100 | 89 | 95
NNC(=S)n1ccc(-c2cc3cc(Br)ccc3oc2=O)n1 | 86 | 88 | 91 | 102 | 100 | 95 | 100 | /
CNc1nc2c(s1)C(c1cc(F)ccc1F)CC(=O)N2 (stereo not given) | 36 | -2.3* | 18 | 70 | -52* | 37 | 87 | /
C#CCn1cc(/C=N/Nc2nc(-c3ccc(Cl)c(Cl)c3)cs2)c2ccccc21 | 62 | 91 | 91 | 98 | 104 | 96 | 111 | 101
O=C(Nc1ccc([N+](=O)[O-])cc1)c1ccc(C(=O)Nc2ccc([N+](=O)[O-])cc2)cc1 | 100 | 127 | 119 | 87 | 103 | 125 | 102 | /
CCOC(=O)n1cc(-c2nonc2-c2cn(C(=O)OCC)c3ccc(OC)cc23)c2cc(Br)ccc21 | 84 | 88 | 75 | 76 | 95 | 76 | 87 | 80
Cc1ccc(N2CCN(C(=S)Cc3ccccc3)CC2)cc1 | 103 | 105 | 61 | 109 | 101 | 65 | 97 | 52
COc1ccc2c(c1)Oc1nc(N)c(C#N)c(N)c1C2Sc1ccc(C)cc1 (stereo not given) | -78* | -46* | 4.4* | -77* | -8.1* | -13* | -19* | 0.4*
C=C(OC(C)=O)c1ccccc1 | 97 | 103 | 83 | 103 | 107 | / | 70 | 81
CCN(CC)c1ccc(/C=C2\SC(=S)N(C3CC(=O)N(c4ccc(Cl)cc4)C3=O)C2=O)cc1 (stereo not given) | 90 | 96 | 81 | 93 | 108 | 76 | 88 | 91
O=C(O)c1cc(N=Nc2ccc([N+](=O)[O-])cc2)ccc1O | 99 | 103 | 94 | 80 | 99 | 97 | 90 | /
CNC(=O)c1cccc(Cn2nc(C)c(NC(=O)c3ccc(COc4ccc(C(F)(F)F)cc4C)cc3)c2C)n1 | 22 | 3.6* | 30 | 75 | 43 | 30 | 33 | 22
COC(=O)C1CCC(C)C(=O)C1 (stereo not given) | 101 | 98 | 104 | 103 | 95 | 105 | 95 | 95
COc1ccc(OC)c2c1nnc1c3ncccc3c(C#N)n12 | 90 | 101 | 110 | 101 | 121 | 114 | 108 | 97
COc1cc(C(=O)Nc2ccc3c(c2)OCCO3)cc2c1OCCO2 | 95 | 99 | / | 106 | 98 | 102 | 98 | /
COc1ccc(C(=O)C(C)C(C)=O)c(OCc2ccccc2)c1OC (stereo not given) | 98 | 114 | 105 | 96 | 110 | 92 | 111 | 124
O=C(O)CCNC(=O)c1nc(-c2ccccc2)n(-c2ccccc2)n1 | 94 | 102 | 101 | 102 | 109 | 98 | / | 97
N#C/C(=C\c1ccc(-c2cc(Cl)ccc2Cl)o1)c1nc2ccccc2c(=O)[nH]1 | 83 | 141 | 97 | 92 | 104 | 109 | 94 | 117
O=BNc1ccccc1 | 106 | 110 | 113 | 129 | 112 | 111 | / | /
O=C(O)CCCNC(=O)OCc1ccccc1 | 107 | 111 | 95 | 121 | 103 | 99 | 105 | 89
Cc1ccc(C(=O)Nc2ccc(CN3CCN(C)CC3)c(C(F)(F)F)c2)cc1C#Cc1cnc(N)c2ccc(F)cc12 | -80* | -79* | -78* | -91* | -93* | -67* | -59* | /
Nc1nc(Nc2ccc(Cl)c(Cl)c2)cc(=O)[nH]1 | 99 | 108 | 90 | 99 | 102 | 100 | 107 | 97
COC(=O)CNC(=O)[C@H](C)NC(=O)[C@@H]1CCCN1C(=O)CNC(=O)[C@H](C)NC(=O)OCc1ccccc1 | 111 | 100 | 102 | 107 | 101 | 108 | 119 | 114
COc1ccc(-c2nc3c(c(N)c2C#N)C2C(=C(C)OC4C(OC)c5occc5C(OC)C24)S3)cc1 (stereo not given) | 93 | 115 | 99 | 83 | 104 | 93 | 99 | 85
OCCOc1c(Cl)c(Cl)c(Cl)c(Cl)c1Cl | 106 | 105 | 90 | 104 | 112 | 71 | / | 53
CCCCC(CC)C/C=C(/C)OC(C)=O (stereo not given) | 90 | 107 | / | 101 | 106 | / | 96 | /
CCCCC(CC)C(=O)OC(C)C(=O)Nc1ccccc1 (stereo not given) | 93 | 102 | 99 | 90 | 109 | 93 | 103 | 98
CCC1(CC)SCCNC1=O | 99 | 105 | 109 | 108 | 108 | 102 | 121 | 107
CN(C)c1ccc(/C=N/NC(=O)c2ccc(NC(=O)c3ccccn3)cc2)cc1 | 86 | 101 | 97 | 119 | 102 | 100 | 104 | 82
COc1cc([C@H](C)c2ccc3ccccc3c2)cc(OC)c1OC | 15 | 47 | 8.5* | 34 | 0.3* | 13 | 16 | 23
N#Cc1c(-c2ccc(F)cc2)nc(N/N=C/c2c[nH]c3ccccc23)nc1N1CCOCC1 | 52 | 25 | 5.7* | 53 | 77 | 22 | 33 | 6.5*
Oc1ccc2ccccc2c1/C=N\Nc1ccccn1 | 2.4* | -19* | 16 | 25 | 25 | 5.3* | 25 | 8.3*
O=C(CSc1ccc(-c2ccccc2)nn1)Nc1ccccc1 | 98 | 99 | 87 | 101 | 104 | 97 | 96 | 92
Cc1ccccc1/C=C1/SC(=O)N(CC(=O)N2CCN(c3cc4c(cc3F)c(=O)c(C(=O)O)cn4C3CC3)CC2)C1=O | 94 | 99 | 98 | 96 | 104 | 103 | 108 | 91
S=c1[nH]cc2cnccn12 | 108 | 110 | 76 | 139 | 117 | 70 | 90 | /
O=[N+]([O-])c1cccc(OCC2CO2)c1 (stereo not given) | 97 | 96 | 98 | 95 | 104 | 108 | 107 | 100
C#CCOc1ccc2ncnc(NCc3cccc(NC(=O)CCl)c3)c2c1 | 15[8.25 µM] | 4.9*[8.25 µM] | 12[8.25 µM] | 45[8.25 µM] | 53[8.25 µM] | 3.5*[8.25 µM] | 21[8.25 µM] | 16[8.25 µM]

An excerpt of these results, as tab-separated lines.
canonical_smiles	MCF7	MDA-MB-468	K-562	MDA-MB-231	MDA-MB-435	MOLT-4	RPMI-8226	SR
Nc1nc(Nc2ccc(Cl)c(Cl)c2)cc(=O)[nH]1	99	108	90	99	102	100	107	97
COC(=O)CNC(=O)[C@H](C)NC(=O)[C@@H]1CCCN1C(=O)CNC(=O)[C@H](C)NC(=O)OCc1ccccc1	111	100	102	107	101	108	119	114
COc1ccc(-c2nc3c(c(N)c2C#N)C2C(=C(C)OC4C(OC)c5occc5C(OC)C24)S3)cc1 (stereo not given)	93	115	99	83	104	93	99	85
OCCOc1c(Cl)c(Cl)c(Cl)c(Cl)c1Cl	106	105	90	104	112	71	/	53
CCCCC(CC)C/C=C(/C)OC(C)=O (stereo not given)	90	107	/	101	106	/	96	/
CCCCC(CC)C(=O)OC(C)C(=O)Nc1ccccc1 (stereo not given)	93	102	99	90	109	93	103	98
CCC1(CC)SCCNC1=O	99	105	109	108	108	102	121	107
CN(C)c1ccc(/C=N/NC(=O)c2ccc(NC(=O)c3ccccn3)cc2)cc1	86	101	97	119	102	100	104	82
COc1cc([C@H](C)c2ccc3ccccc3c2)cc(OC)c1OC	15	47	8.5*	34	0.3*	13	16	23
N#Cc1c(-c2ccc(F)cc2)nc(N/N=C/c2c[nH]c3ccccc23)nc1N1CCOCC1	52	25	5.7*	53	77	22	33	6.5*
Oc1ccc2ccccc2c1/C=N\Nc1ccccn1	2.4*	-19*	16	25	25	5.3*	25	8.3*
O=C(CSc1ccc(-c2ccccc2)nn1)Nc1ccccc1	98	99	87	101	104	97	96	92
Cc1ccccc1/C=C1/SC(=O)N(CC(=O)N2CCN(c3cc4c(cc3F)c(=O)c(C(=O)O)cn4C3CC3)CC2)C1=O	94	99	98	96	104	103	108	91

(list continues)
SMILES | MCF7 | MDA-MB-468 | K-562 | MDA-MB-231 | MDA-MB-435 | MOLT-4 | RPMI-8226 | SR
Cn1cc(C2=C(Cl)C(=O)CO2)c2ccccc21 | 90 | 89 | 95 | 100 | 100 | 102 | 102 | 100
C(=Nc1ccccc1)c1ccccc1 | 91 | 105 | 88 | / | 102 | 93 | 105 | 87
CCn1cc(-c2ccnc(NCCNS(=O)(=O)c3ccccc3)c2)c(-c2cccc(OC)c2)n1 | / | 79 | 56 | 103 | 94 | 67 | 60 | 83
CC(=O)OCC(=O)[C@@]1(O)CC[C@H]2[C@@H]3C[C@H](C)C4=CC(=O)C=C[C@]4(C)[C@H]3[C@@H](O)C[C@@]21C | 66 | 118 | 113 | 86 | 109 | 96 | 84 | 116
CCOC(=O)/C(=C\c1ccccc1)C(=O)c1ccccc1 | 57 | 74 | 54 | 110 | 87 | 42 | 19 | 17
Cc1oc2c(C(=O)N/N=C\c3ccc(O)cc3O)c[nH]c2c1C | 8.1* | -12* | 11 | 30 | 43 | 8.6* | 25 | 8.4*
CN=C1SC(=Nc2ccc(N(C)C)cc2)N1C | 86 | 89 | 104 | 106 | 98 | 89 | 98 | 104
Cc1ccc(/C=C2\SC(=O)N(Cc3cc4ccccc4nc3Cl)C2=O)cc1 | 92 | 89 | 104 | 103 | 99 | 102 | 101 | 91
O=C1Nc2ccccc2[C@@H]2C[C@H](O)CCN12 | 101 | 128 | 91 | 107 | 105 | 95 | 106 | 94
Cc1c(O)c(O)cc2c3c(oc12)CC(c1ccc2c(c1)OCO2)CC3=O (stereo not given) | 74 | 93 | 82 | 77 | 105 | 84 | 88 | 76
CC(C)(C)c1ccc(O)c(-c2ccccc2)c1 | / | 140 | 105 | 120 | 124 | -54* | 97 | 58
N=c1c2cc(-c3ccccc3)oc2ncn1NC(=O)c1cccnc1 | 88 | 86 | 116 | 102 | 95 | 117 | 116 | 106
O=c1[nH]ccc2c1cnc1ccccc12 | 108 | 110 | 112 | 92 | 102 | 106 | 97 | /

From PubChem
